TDP1 cell CPT – growth inhibition of DT40 Tdp1-/-;hTDP1 cells with camptothecin (screen for TDP1 inhibitors); Potency, µM (top dose mostly 46.2 µM), inactives show at the highest dose activity change, negative = growth inhibition, most hits filed as inhibitors; chicken DT40 Tdp1-/-;hTDP1 cells + 20 nM CPT, ATP luminescence, 48 h; 12% of 420,000 active; further: nearly all actives have a fitted effect of over 55% in size
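Chicken DT40 Tdp1-/- cells stably complemented with human TDP1 were seeded at 400 cells/well in medium containing 20 nM camptothecin, exposed to pin-transferred compounds, and grown at 37 °C for at least 48 hr. Viability was read as ATP luminescence.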
TDP1 block – TDP1 (human) enzyme inhibition. Q9NUW8. recombinant TDP1, AlphaScreen DNA substrate cleavage. Potency, µM (doses to about 130 µM), inactives show top-dose activity change, negative = inhibition, actives largely listed as inhibitors. 0.28% of 350,000 active. AID 485290; further: nearly all actives have a fitted effect of over 40% in size
Target sequence (Q9NUW8 whole entry, looked up): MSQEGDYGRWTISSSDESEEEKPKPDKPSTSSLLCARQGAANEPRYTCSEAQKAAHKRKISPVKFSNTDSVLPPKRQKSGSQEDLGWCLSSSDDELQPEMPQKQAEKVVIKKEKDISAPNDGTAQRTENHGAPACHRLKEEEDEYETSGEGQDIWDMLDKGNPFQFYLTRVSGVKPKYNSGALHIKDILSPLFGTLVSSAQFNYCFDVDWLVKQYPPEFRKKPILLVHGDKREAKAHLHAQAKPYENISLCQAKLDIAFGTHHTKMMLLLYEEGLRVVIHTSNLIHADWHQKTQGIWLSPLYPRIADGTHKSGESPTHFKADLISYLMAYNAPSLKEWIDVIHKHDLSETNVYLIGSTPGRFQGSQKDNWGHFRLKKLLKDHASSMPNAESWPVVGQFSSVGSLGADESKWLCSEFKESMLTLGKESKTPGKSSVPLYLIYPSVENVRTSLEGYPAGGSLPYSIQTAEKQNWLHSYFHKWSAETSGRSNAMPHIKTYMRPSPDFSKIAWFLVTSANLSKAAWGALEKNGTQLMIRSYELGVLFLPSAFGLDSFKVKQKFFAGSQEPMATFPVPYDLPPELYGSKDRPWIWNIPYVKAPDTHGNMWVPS
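Here, a 5' biotin and 3' phosphotyrosine-FITC DNA oligonucleotide reports Tdp1 activity: intact substrate bridges AlphaScreen beads, while cleavage leaves a 3' phosphate and drops signal. All incubations at room temperature.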
TDP1 cell noCPT – qHTS for Inhibitors of human tyrosyl-DNA phosphodiesterase 1 (TDP1): qHTS in cells in absence of CPT. DT40 Tdp1-/- hTDP1 cells, no CPT, ATP luminescence, 48 h. AID 686978, 2013. Potency, µM (highest dose often 46.2 µM), without a hit: at the top dose activity change, negative = growth inhibition, most hits filed as inhibitors. 15% of 420,000 active; further: nearly all actives have a fitted effect of over 55% in size
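Stably hTDP1-transfected Tdp1-null chicken DT40 cells were treated with library compounds minus camptothecin and grown for at least 48 hr at 37 °C, after which cellular ATP was quantified by luminescence.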
* = called active by the depositor; ? = inconclusive; . = not tested or not shown; [ ] = another dose, or the depositor's remark. The call rests on the fitted dose curve; in most records, active means well fitted curve in the direction sought with a large enough effect; inconclusive means small, poorly fitted or top-dose-only effect, or another doubt; inactive means no such curve, though single readings can be large; an effect the other way counts as inactive or inconclusive. On the % scale 0 is the no-effect control and ±100 the full control effect; potency means the concentration at half of the fitted maximal effect.

SMILES | TDP1 cell CPT | TDP1 block | TDP1 cell noCPT
COc1ccc(/C=C/C(=O)N[C@H](C(=O)O)C(C)C)cc1 | -1% | -5% | -3%
O=C(Cc1ccccc1)N/N=C/c1cc2c(cc1Cl)OCO2 | ? | 3% | 29µM*
O=C1CCCC(O)=C1C=NCc1ccccc1 | -14% | 4% | -7%
C[C@@H]1CN([C@H](C)CO)C(=O)CCCn2cc(nn2)CO[C@H]1CN(C)C(=O)Nc1cccc2ccccc12 | -9% | . | -20%
O=C(c1ccccc1)N1CCN(c2ccc([N+](=O)[O-])c(NCc3cccnc3)c2)CC1 | ? | 4% | ?
OC(CNCCc1ccccc1)COc1ccc(OCC(O)CNCCc2ccccc2)cc1 (configuration not stated) | -92% | 5% | 16µM*
Cc1ccc2c(c1)N(CC(=O)c1cccc(Cl)c1)C(=O)C(C)O2 (configuration not stated) | -18% | 2% | ?
CCC(=O)C1=C(c2ccccc2)N(C(=O)CC)n2c(nnc2C2CCCCC2)S1 | 9% | 0% | -2%
Cn1cnc2c(NC3CCCC3)ncnc21 | -8% | 10%[56.1 µM] | -23%
COc1ccc(-c2cc(C(F)(F)F)nc(NCc3cccs3)n2)cc1 | ? | -8% | ?
O=C(NNS(=O)(=O)c1ccccc1)C(O)(c1ccccc1)c1ccccc1 | 8% | 5% | 9%
COc1ccc(NC(=O)COC(=O)CC2CCCC2)cc1 | 23% | -3% | -3%
Cc1cc(OCC(=O)N(C(C)C)C(C)C)ccc1Cl | -13% | 3% | -4%
Cc1cc(Br)ccc1SCC(=O)N1CCN(S(=O)(=O)c2ccccc2)CC1 | ? | 4% | ?
CN(CC(=O)NCc1ccc(F)cc1)CC(=O)Nc1ccc(Cl)c(C(F)(F)F)c1 | 23µM* | -3% | 21µM*
C=CCOc1ccc(C[C@H](N)C(=O)NC[C@H]2O[C@@H](n3cc(C)c(=O)[nH]c3=O)C[C@@H]2O)cc1 | 2% | . | 2%
Cc1c(C(=O)NCc2ccco2)cnn1-c1ncc2c(n1)-c1ccccc1CC2 | -7%[9.04 µM] | . | ?
CCn1c(=O)c(C)nn2c3ccccc3nc12 | -4% | 4% | 1%
O=C(c1ccc(-c2cccc(C(F)(F)F)c2)o1)N1CCCC(C(F)(F)F)C1 (configuration not stated) | ? | 1%[0.505 µM] | ?
O=C(Nc1nc2c(s1)C(=O)CCC2)c1ccccc1 | -12% | -2% | ?
O=[N+]([O-])c1ccccc1/C=N/N1CCN(c2ccccn2)CC1 | 7% | 12% | ?
Cc1cc(C)c(S(=O)(=O)N2CCCC(C(=O)NCc3ccncc3)C2)c(C)c1 (configuration not stated) | -29% | 1% | -26%
CCN(CC)CCCNC(=O)c1cc2c(=O)n(C)c3ccccc3c2n1C | ? | 2% | ?
COc1cc(NC(=O)c2cc3sccc3n2C)cc(OC)c1 | ? | 7% | ?
O=C(O)C1C2C=CC3(CN(Cc4ccco4)C(=O)C13)O2 (configuration not stated) | -5% | 1% | 4%
O=C(NCc1ccccc1Cl)C1CCC(=O)N(CCCN2CCCC2=O)C1 (configuration not stated) | -2% | 1% | 9%
Cc1cc(C)c(Cn2c3ccccc3c3cnn(CC(=O)NCc4cccs4)c(=O)c32)c(C)c1 | 15µM* | 5% | 21µM*
COc1cc(C)ccc1OCCOCCOc1ccc([N+](=O)[O-])cc1 | ? | -4% | ?
O=C(CCN1CCN(CCO)CC1)Nc1ccc(F)c(F)c1 | 0% | -3% | 6%
CCCCNCc1cc(Cl)c(OCCC)c(OCC)c1 | ? | 0% | ?
Cc1cc(C)n2c(SCC(=O)Nc3ncc(C(F)(F)F)cc3Cl)nnc2n1 | -21% | 2% | -13%
COc1ccc(C2C(C#N)=C(N)N(c3cccnc3)C3=C2C(=O)CCC3)cc1Cn1cc([N+](=O)[O-])cn1 (configuration not stated) | -17% | 9% | -23%
CCC1(c2ccc(F)cc2)NC(=O)N(CC(=O)NCC(=O)Nc2cccc(C)c2C)C1=O (configuration not stated) | 10% | 3% | -8%
CCn1c(=O)c(=O)n(CC)c2cc(N3CCCCC3)c(NC(=O)c3cccc(F)c3)cc21 | ? | -2%[12.3 µM] | ?
Cc1cc2c(=O)n(CC(=O)NCC(=O)Nc3ccc(C(C)C)cc3)cnc2s1 | 2% | 0% | 11%
O=C1CCCN1c1ccc(S(=O)(=O)N2CCN(c3ccccn3)CC2)cc1 | ? | -3% | -18%
COCCN(C(=O)CN1CCc2ccccc21)c1c(N)n(Cc2ccccc2)c(=O)[nH]c1=O | -11% | 2% | 24%
Cc1ncc2c(c1CNS(=O)(=O)N(C)C)CCN(C(=O)/C=C/c1ccccc1F)C2 | 13%[9.04 µM] | . | -13%
Brc1cccc(C2Nc3cccc4cccc(c34)N2)c1 | ? | 7% | -19%
COC(=O)C1=C(C)Nc2ncnn2C1c1ccccn1 (configuration not stated) | 6% | 2% | -8%

The final two entries of the section before are carried over, then new ones follow.
SMILES | TDP1 cell CPT | TDP1 block | TDP1 cell noCPT
Brc1cccc(C2Nc3cccc4cccc(c34)N2)c1 | ? | 7% | -19%
COC(=O)C1=C(C)Nc2ncnn2C1c1ccccn1 (configuration not stated) | 6% | 2% | -8%
CC(=O)c1ccccc1-c1ccc2c(c1)CC(CNC(=O)C[C@@H]1C[C@@H](C)NC(=S)N1)O2 (some centres not stated) | -8%[9.04 µM] | . | -7%
CCN1C(=O)N[C@@H](CCc2ccccc2)C(C(=O)OC)=C1C | ? | 6%[12.3 µM] | ?
CC(=NCCCN(C)C)C1=C(O)c2ccccc2C1=O | 5% | 0% | 0%
CCOC(=O)c1c(NC(=O)COc2ccc(Cl)cc2C)sc(C(C)=O)c1C | -16% | 2%[2.28 µM] | -29%
COc1ccc(-c2cc3nc(C)cc(N4CCN(C(=O)c5ccoc5)CC4)n3n2)cc1 | 18µM* | . | 21µM*
CCc1ccc2occ(CC(=O)Nc3c(C(=O)Nc4ccc(C)cc4)oc4ccccc34)c2c1 | -7% | 1% | -22%
COCc1cc(C)nc(OCC(=O)N/N=C/c2ccc(-c3cc([N+](=O)[O-])ccc3Cl)o2)c1C#N | -10% | 2% | ?
Cc1ccc(N/C(N)=N/c2nc(CSc3nnc(C)s3)cc(=O)[nH]2)c(C)c1 | 0.65µM* | 3% | 0.82µM*
COc1ccc(-c2c3c(nc4sc(C(=O)Nc5ccccc5)c(N)c24)CCC3)cc1 | -10% | . | ?
Cc1nc2ccccc2c(=O)n1NC(=O)/C=C/c1ccccc1 | -5% | 6% | -15%
CCOP(=O)(C1=C(O)C(=O)C(C(C)(C)C)=CC1=O)c1ccccc1 (configuration not stated) | -2% | 0% | -9%
FC(F)(F)c1cc(C(F)(F)F)c2ccc(N/N=C/c3ccccc3)nc2n1 | 2% | 4% | 3%
CCOc1ccccc1C(=O)OCC(=O)Nc1nnc(-c2ccccc2)o1 | ? | 6% | 16µM*
Cc1cccc(NC(=O)c2cc(NC(=O)c3ccco3)ccc2Cl)n1 | -15% | 0% | -29%
CCCOc1cccc(NC(=O)c2c(-c3ccccc3Cl)noc2C)c1 | 9.2µM* | -8% | 8.2µM*
Cc1cc(C)c2c(n1)nn1c(C)c(CCC(=O)Nc3ccc(C)c(Cl)c3)c(C)nc21 | -14% | 3% | ?
COc1cc(C(=O)Nc2nc(C)cc(C)n2)cc(OC)c1OC | 2% | 5% | 2%
O=C(c1ccc(Cl)c(Cl)c1)N1CCC(=O)N([C@H](COCc2cccc(C(F)(F)F)c2)Cc2ccccc2)CC1 | ? | . | ?
CCCN1CCN(C(=O)c2ccc(CS(=O)c3ccc(Cl)cc3)o2)CC1 (configuration not stated) | -16% | 3% | 10%
CC(C)n1c(-c2ccco2)csc1=Nc1cccnc1 | 11µM* | 6% | ?
COc1ccc(NC(=O)C2Cc3c(-c4ccco4)ccnc3O2)cc1OC (configuration not stated) | 23µM* | . | ?
O=C(Nc1nnc(Cc2ccc(Cl)cc2)s1)c1ccco1 | -4% | -1% | -2%
CCN1C(=O)c2cccc3c(S(=O)(=O)N(C(=O)c4ccncc4)c4ccc(OC)cc4)ccc1c23 | ? | -3% | ?
CCOC(=O)C1=CN(Cc2cccc(F)c2)S(=O)(=O)N(CC)C1c1ccccc1 (configuration not stated) | ? | -4%[56.1 µM] | ?
Cc1ccccc1S(=O)(=O)N1CCN(C)CC1 | 13% | -1% | 0%
Cc1occc1C(=O)Nc1c(Cl)cccc1Cl | ? | 0%[56.1 µM] | 5%
COc1cc2c(cc1OC)C(=O)N1[C@H]3c4cc(Cl)ccc4OC[C@@H]3[C@H](c3ccccc3)[C@]1(C)C(=O)N2 | 21µM* | 2% | 18µM*
CN1CCN(c2ccc(NC(=O)c3ccc4c(c3)[nH]c(=O)n4Cc3ccc(F)cc3)cc2)CC1 | ? | 0% | 29µM*
COCCSc1nnc(NC(=O)C2CCCO2)s1 (configuration not stated) | 11% | 0% | -16%
O=C(c1ccc([N+](=O)[O-])cc1)N1CCN(C(=O)c2cccnc2)CC1 | -1% | 3% | -3%

Molecules shown so far that contain an aryl thioether with sulfur outside any ring (four):
SMILES | TDP1 cell CPT | TDP1 block | TDP1 cell noCPT
Cc1cc(Br)ccc1SCC(=O)N1CCN(S(=O)(=O)c2ccccc2)CC1 | ? | 4% | ?
Cc1cc(C)n2c(SCC(=O)Nc3ncc(C(F)(F)F)cc3Cl)nnc2n1 | -21% | 2% | -13%
Cc1ccc(N/C(N)=N/c2nc(CSc3nnc(C)s3)cc(=O)[nH]2)c(C)c1 | 0.65µM* | 3% | 0.82µM*
COCCSc1nnc(NC(=O)C2CCCO2)s1 (configuration not stated) | 11% | 0% | -16%

Of the compounds above, these contain a COOH group:
SMILES | TDP1 cell CPT | TDP1 block | TDP1 cell noCPT
COc1ccc(/C=C/C(=O)N[C@H](C(=O)O)C(C)C)cc1 | -1% | -5% | -3%
O=C(O)C1C2C=CC3(CN(Cc4ccco4)C(=O)C13)O2 (configuration not stated) | -5% | 1% | 4%

(listing goes on)
SMILES | TDP1 cell CPT | TDP1 block | TDP1 cell noCPT
S=c1nc(-c2ccccc2)[nH]c2ccc(Br)cc12 | 2% | 1% | ?
CC1(C)Cc2c(sc(NC(=O)c3ccccc3)c2C(=O)O)CO1 | -27% | 3% | -25%
CC(C)OCC(O)CN1CCC(Cc2ccccc2)CC1 (configuration not stated) | 6% | 1% | -5%
CCOC(=O)C(=CNc1cc(OC)ccc1-n1cccc1)C(=O)OCC | ? | 5% | 21µM*
CC(C)(C)OC(=O)N1CC2(CCCCC2)CC1Cc1ccc(C(F)(F)F)cc1 (configuration not stated) | -1% | . | -19%
Cc1ccc(NC(=S)N/N=C/c2c(Cl)cccc2Cl)c(C)c1 | 1.3µM* | 5% | 1.5µM*
O=C(NCCc1ccccc1)c1cccc2c(-c3cccnc3)coc12 | -18% | . | -25%
CCC1(c2ccccc2)NC(=O)N(CC(=O)Nc2ccc(N3CCCC3)cc2C)C1=O (configuration not stated) | -3% | . | -25%
O=C(COC(=O)C1CC1)NCc1ccccc1Cl | -2% | 5% | -5%
O=c1cc(O)c2c(=O)n(C3CCCCC3)c3ccccc3c2o1 | ? | -1% | ?
CN(CC(=O)Nc1c(F)cccc1F)Cc1cccs1 | 9% | 5% | 2%
O=C(NCC(=O)N1CCCCC1)c1ccc2ccccc2c1 | 10% | 2% | 0%
O=C(Cc1ccccc1)c1c[nH]c(C(=O)NC2CCCC2)c1 | -19% | -1% | -13%
Cc1ccc(CNC(=O)CCc2c(C)nc3c(-c4ccc(F)cc4)c(C)nn3c2C)cc1 | -14% | 6% | -4%
COC(=O)c1sc(S(=O)(=O)N2CCC(C(N)=O)CC2)c(C(=O)OC)c1C | 1% | 4% | -10%
Cc1ccccc1NC(=O)COC(=O)CN1C(=O)NC(C)(C)C1=O | -7% | 2% | 2%
CCn1c(=S)[nH]c2cc(S(=O)(=O)N3CCCCC3)ccc21 | ? | 5% | 13µM*
CCC(C)/C(C)=N/NC(=O)c1cn(-c2ccccc2)nc1-c1ccccc1 (configuration not stated) | -28% | 5% | ?
O=C(O)C(Cc1ccccc1)NC(=O)C(Cc1ccccc1)NC(=O)C12CC3CC(CC(C3)C1)C2 (configuration not stated) | 11% | . | -13%
CCc1nnc(NC(=O)CSc2nnc(C)c(=O)n2N)s1 | 27% | 3% | 11%
Cc1ccc(S(=O)(=O)N2C[C@H]3C(=O)C[C@@H](c4ccccc4F)N(S(=O)(=O)c4ccc(C)cc4)[C@H]3C[C@H]2c2ccccc2F)cc1 | 8.2µM* | . | 10µM*
O=S(=O)(c1ccc(-c2csc(-c3cccnc3)n2)cc1)N1CCCC1 | ? | 5% | ?
Cc1ccc(CNC(=O)N[C@@H](Cc2ccccc2)C(=O)O)cc1 | -2% | 3% | -15%
COc1ccc(S(=O)(=O)N/N=C(/C)c2ccco2)cc1 | 0% | 3% | -2%
